Bioassay records as filed in PubChem.
Growth percent in the NCI-60 one-dose screen (48 h, 10 µM unless noted): 100 = growth as untreated, 0 = no growth, -100 = all killed.
HL-60(TB) = HL-60(TB) leukemia cells | 9% of 78,000 active | AID 1794776; active means growth percent below 10
Active calls of the source: *. A portion of the library; rates above refer to the full screens.

`CSc1nc2ccccc2cc1/C=N/O` gave HL-60(TB) 82.
`O=[N+]([O-])c1cc(Cl)ccc1-n1cc(COc2ncnc3c2cnn3-c2ccccc2)nn1` gave HL-60(TB) 97.
CCOc1ccc(NC(=O)Nc2cc(C(C)C)c(O)cc2C)cc1 was read as HL-60(TB) 107.
`COc1cc(OC)cc(-c2cncn2-c2ccc(-c3nc4ccc(F)cc4s3)cc2)c1` gave HL-60(TB) 74.
CCOC(=O)C(C#N)c1ccccc1 (configuration not stated) was read as HL-60(TB) 92.
For CCOC(=O)c1sc2ccc(N)cc2c1NC(=O)c1cc(OC)c(OC)c(OC)c1 the results were HL-60(TB) 100.
For C/C(=N\C(=N)N)c1nc2ccccc2n1CCBr the results were HL-60(TB) 99.
For Brc1cncc2ccccc12 the results were HL-60(TB) 95.
`COc1ccc(S(=O)(=O)n2cc(C(=O)C(=O)Nc3ccncc3)c3ccccc32)cc1F` gave HL-60(TB) -46*.
For CN(C)c1ncnc2c1C(c1ccccc1)C(C)(C)O2 (configuration not stated) the results were HL-60(TB) 110.
Nc1ncc(-c2ccc3ncnc(N4CCc5ccc(Cl)cc54)c3c2)cc1C(F)(F)F was read as HL-60(TB) 23.
For COc1cc2c(cc1OC)C1=NN(C(=O)Nc3c(C)cccc3C)C(c3ccccc3)C1C2 (configuration not stated) the results were HL-60(TB) 92.
CCCCCc1ccc(S(=O)(=O)Nc2cc(-c3csc(NC(C)=O)n3)ccc2N2CCN(C)CC2)cc1 was read as HL-60(TB) -62*.
For COc1ccc2c(c1)O/C(=C/c1ccc(O)c(OC)c1)C2=O the results were HL-60(TB) 83.
For COc1ccc(-c2csc(NC(=O)c3ccc(O)c(O)c3)n2)cc1 the results were HL-60(TB) 52.
For CC1(C)CC[C@]23CC[C@]4(C)[C@H](CC[C@@H]5[C@@]6(C)CC[C@H](OC(=O)c7ccco7)C(C)(C)[C@@H]6CC[C@]54C)[C@H]2[C@H]1OC3 the results were HL-60(TB) 95.
N=C(N)SCc1cc2c(cc1Br)OCO2 was read as HL-60(TB) 82.
For O=C(c1c2c(nn1-c1ccc(F)cc1)CCC(NCCc1ccncc1)C2)N1CCCCC1 (configuration not stated) the results were HL-60(TB) 100.
Cc1ccc(NC(=O)CSc2nc3ccccc3[nH]2)cc1 was read as HL-60(TB) 106.
Screening N#Cc1ccc(O)c(C2=NCC(Cc3ccccc3)O2)c1 (configuration not stated) returned HL-60(TB) 44.
Screening CCN(CC)c1ccc2c(c1)OS(=O)(=O)N=C2 returned HL-60(TB) 101.
Cc1ccc(C(=O)c2c(N)c(C#N)cn2-c2ccc(Cl)cc2Cl)cc1 was read as HL-60(TB) 100.
`CCCCC(O)(c1ccccc1)c1ccccc1` gave HL-60(TB) 83.
For COc1ccc(OC)c(Nc2nnc(-c3ccc(Cl)cc3)o2)c1 the results were HL-60(TB) 95.
For COc1ccc(-c2cc(-c3ccc(Cl)cc3)nc3nc(N)nn23)cc1 the results were HL-60(TB) 72.
For N#Cc1cc(-c2nc3ccccc3[nH]2)c(N)n(-c2ccccc2)c1=O the results were HL-60(TB) 82.
`COc1cc(-c2nc(SC(C)C)nc(Nc3ccccc3)c2C#N)cc(OC)c1OC` gave HL-60(TB) 102.
`COc1ccc(C(=O)Nc2cccc(Cl)c2)cc1` gave HL-60(TB) 92.
`Nc1ccc(-c2cc3c(Nc4ccc(Oc5cccc(C(F)(F)F)c5)c(Cl)c4)ncnc3s2)cc1` gave HL-60(TB) 55.
Screening Nc1cc(Cl)ccc1Oc1ccc(Cl)cc1 returned HL-60(TB) 113.
Oc1ccc(C2OCCO2)c2cccnc12 was read as HL-60(TB) 16.
O=c1/c(=C/Nc2cccc(O)c2)sc2ncnn12 was read as HL-60(TB) 93.
`CC(=O)[C@H]1CC[C@H]2[C@@H]3CC[C@H]4CC=CC[C@]4(C)[C@H]3CC[C@]12C` gave HL-60(TB) 69.
For COc1ccc(-c2nc(SCCC(C)C)nc(N/N=C\c3ccc([N+](=O)[O-])cc3)c2C#N)cc1 the results were HL-60(TB) 92.
For COc1ccc(C(=O)C/C(=C\c2ccc(O)c(OC)c2)C(=O)NCc2ccccc2)cc1 the results were HL-60(TB) 84.
CCCCOC(=O)C1C(C=C(C)C)C1(C)C (configuration not stated) was read as HL-60(TB) 100.
`COc1ccc(/C=N/S(=O)(=O)O)cc1OC` gave HL-60(TB) 89.
ClCCN1c2ccccc2Oc2ccc3ccccc3c21 was read as HL-60(TB) 100.
CCN1CCN(c2nc(-c3ccccc3)c(C)c(C#N)c2C#N)CC1 was read as HL-60(TB) 176.
CCN(CC)CC(=O)NNc1ncnc2ccccc12 was read as HL-60(TB) 109.
O=C1NC(c2ccc(F)cc2)N=C2C(c3ccccc3)=NOC12 (configuration not stated) was read as HL-60(TB) 101.
CCOc1ccc(C(=O)NCC(C)C)cc1 was read as HL-60(TB) 95.
Screening C=C1C(=O)O[C@H]2[C@H]1CC/C(COC(=O)N1CCC[C@H]1C(=O)Nc1ccc(OC)c(C(N)=O)c1O)=C\CC[C@@]1(C)O[C@@H]21 returned HL-60(TB) -10*.
Screening CC(Cc1ccccc1)NC(=O)/C=C/C(=O)O (configuration not stated) returned HL-60(TB) 97.
`Cn1c2c(c(=O)n(C)c1=O)CS(=O)c1ccccc1N2` (configuration not stated) gave HL-60(TB) 104.
`CCCCOB(OCCCC)c1cccc(B(OCCCC)OCCCC)c1` gave HL-60(TB) 78.
`Nc1nc(N)sc(=S)n1` gave HL-60(TB) 60.
COCc1c(-c2ccc(NC(=O)Nc3cc(C(F)(F)F)ccc3F)c(F)c2)c2c(N)ncnn2c1CN1CCOCC1 was read as HL-60(TB) -22*.
`O=[N+]([O-])c1cc(Br)cc(-c2c(Br)cc([N+](=O)[O-])cc2Br)c1` gave HL-60(TB) 89.
For COc1cc(/C=N/NC(=O)CSc2nc3ccccc3c(=O)n2CCc2ccccn2)cc(OC)c1OC the results were HL-60(TB) 78.
Screening O=C(Nc1ccc(Cn2nnc3c(F)cccc32)cc1)c1ccc(Cl)cc1 returned HL-60(TB) 69.
Screening CC(=O)/C(Br)=C/c1ccc(Br)o1 returned HL-60(TB) -19*.
CCOC(=O)C1=C(N)Oc2c(sc3c(F)cccc23)C1c1ccc(OC)cc1 (configuration not stated) was read as HL-60(TB) 136.
`O=C(c1ccccc1)N(CCCCl)C(=O)N(CCCCl)C(=O)c1ccccc1` gave HL-60(TB) 94.
COc1ccc(-c2nc3c(c(=O)[nH]2)C(c2ccc(Cl)cc2)c2sc4c(C)cccc4c2O3)cc1 (configuration not stated) was read as HL-60(TB) 79.
For O=C(CSc1nnc(-c2cc3c([nH]c4ccccc43)c(-c3cccc(O)c3)n2)n1-c1ccccc1)c1ccccc1 the results were HL-60(TB) 56.
Screening CNS(=O)(=O)Oc1ccc(-c2cn3ccsc3n2)cc1 returned HL-60(TB) 98.
For c1csc(-c2cn3ccnc3c(-c3ccc4c(c3)ncn4C3CCCCC3)n2)c1 the results were HL-60(TB) 99.
For CCC1(c2ccc(Cl)cc2)SCCS1 the results were HL-60(TB) 82.
`CC(=O)Oc1ccc(C(C)(C)C)cc1` gave HL-60(TB) 98.
CC1(C)CCc2cc(-c3ccn(S(=O)(=O)c4ccc(Cl)cc4)n3)ccc2O1 was read as HL-60(TB) 72.
Screening CC(=O)NC1CCC(NC(C)=O)CC1 (configuration not stated) returned HL-60(TB) 93.
For O=C1C(c2ccccc2)=C(c2ccccc2)C(c2ccccc2)C1c1ccccc1 (configuration not stated) the results were HL-60(TB) 60.
For Oc1ccc(/C=N\NC(=S)Nc2ccc(F)cc2)c(O)c1 the results were HL-60(TB) 90.
For CCOC(=O)c1ccccc1NC(=O)CCN(CC)CC the results were HL-60(TB) 89.
`Oc1ccc(CSc2nnc(-c3ccc(Br)cc3)n2-c2ccccc2)c2cccnc12` gave HL-60(TB) 27.
COc1c(Cl)cc(Cl)cc1Cl was read as HL-60(TB) 99.
`Cn1c(=O)n(C)c2cc(CNCCNc3ccnc4cc(Cl)ccc34)ccc21` gave HL-60(TB) 35.
Screening O=S1(=O)N=C(OC(CCl)CCl)c2ccccc21 returned HL-60(TB) 90.
`Nc1nccc(SCc2ccccc2)n1` gave HL-60(TB) 101.
`N#Cc1cnn(-c2ccc([N+](=O)[O-])cc2[N+](=O)[O-])c1N` gave HL-60(TB) 106.
`O=C(CN1CCN(c2ncnc3c2cnn3-c2ccccc2)CC1)Oc1ccc2ccccc2c1` gave HL-60(TB) 97.
`COc1ccc(-c2nsc3c2NC(=O)CC3c2cccc(F)c2)cc1` (configuration not stated) gave HL-60(TB) 39.
`O=C(O)c1cc([N+](=O)[O-])ccc1Cl` gave HL-60(TB) 104.
Screening O=Cc1c(N2CC[N+]3(CC2)CC[N+]2(CCNCC2)CC3)nc(-c2ccccc2)nc1N1CC[N+]2(CC1)CC[N+]1(CCNCC1)CC2 returned HL-60(TB) 97.
`COc1cc(-c2noc(C[C@H](CC(C)C)NC(=O)OCc3ccccc3)n2)cc(OC)c1OC` gave HL-60(TB) 71.
`O=[N+]([O-])c1ccc(/C=C/C=C/C2(CCl)OCCO2)cc1` gave HL-60(TB) 97.
`COc1ccc(C(=O)Nc2ccc3nc(N4CCCCC4)cc(C)c3c2)cc1OC` gave HL-60(TB) 60.
`Cc1ccc(S(=O)(=O)C/C(=N\Nc2ccc(S(N)(=O)=O)cc2)c2cc3ccccc3o2)cc1` gave HL-60(TB) 110.
`Cc1cccc(CS(=O)(=O)NCc2ccc(N3CCCC3)cc2)c1` gave HL-60(TB) 104.

Reprinted at random: two entries already listed.
`Cn1c(=O)n(C)c2cc(CNCCNc3ccnc4cc(Cl)ccc34)ccc21` gave HL-60(TB) 35.
Screening O=S1(=O)N=C(OC(CCl)CCl)c2ccccc21 returned HL-60(TB) 90.

Next records
`Cc1cc(N=Nc2c(O)c3ccccc3[nH]c2=O)ccc1N=Nc1ccc(C(=O)N(C)C)cc1` gave HL-60(TB) 94.
For CC(CCl)N(C)C (configuration not stated) the results were HL-60(TB) 124.
CC(C)C[C@@H](NC(=O)[C@@H](Cc1ccccc1)NC(=O)c1cnccn1)B1Oc2ccc(C[C@H](NC(=O)[C@H](Cc3ccc4c(c3)OB([C@@H](CC(C)C)NC(=O)[C@@H](Cc3ccccc3)NC(=O)c3cnccn3)O4)NC(=O)[C@@H](N)CC3CCC4OB([C@@H](CC(C)C)NC(=O)[C@@H](CC5CCCCC5)NC(=O)C5CNCCN5)OC4C3)C(=O)NCCCC[C@@H]3NC(=O)[C@@H](Cc4ccccc4)NC(=O)[C@H](CC(=O)O)NC(=O)CNC(=O)[C@H](CCCNC(=N)N)NC3=O)cc2O1 (some centres not stated) was read as HL-60(TB) -2.5*.
COC(=O)C1(C)CCC[C@]2(C)[C@H]3C[C@H]4C(C(C)C)=C[C@]3(CC[C@@H]12)[C@H]1[C@@H]4[C@@H](OCc2cn(Cc3ccccc3)nn2)CC[C@@H]1OCc1cn(Cc2ccccc2)nn1 (some centres not stated) was read as HL-60(TB) 71.
Screening CCCC(O)Cn1ncc(C(=O)OCC)c1NC(=O)NCc1ccccc1F (configuration not stated) returned HL-60(TB) 82.
`COc1ccc(-c2c(C#N)c(-c3ccccc3)nc3c2c(-c2ccccc2)nn3-c2ccccc2)cc1` gave HL-60(TB) 95.
Screening Nc1c(-c2nc3ccccc3[nH]2)nnn1-c1cccc(F)c1 returned HL-60(TB) 103.
COc1ccc(-c2[nH]c3ncc(-c4ccc(OC)cc4)n3c(=O)c2C#N)cc1 was read as HL-60(TB) 97.
Screening O=c1[nH]c(CSc2nnc3ccccn23)nc2cc(Cl)ccc12 returned HL-60(TB) 65.
Screening CCCCCCCC(=O)P(=O)(OCC)OCC returned HL-60(TB) 98.
For Nc1nc(O)c(Br)c(=O)[nH]1 the results were HL-60(TB) 95.
For CC(=O)N1N=C(c2ccccc2)CC1c1cn(-c2ccccc2)nc1-c1ccc(OCc2ccccc2)cc1 (configuration not stated) the results were HL-60(TB) 89.
Cc1c(C(=O)N[C@@H](Cc2ccccc2)C(=O)C(=O)NCc2ccccc2)oc2cc(O)ccc2c1=O was read as HL-60(TB) 95.
CCOP(=O)(OCC)C1CCC(=O)O1 (configuration not stated) was read as HL-60(TB) 102.
`O=NN(CCF)C(=O)N[C@H]1CCCC[C@H]1O` gave HL-60(TB) 94.
`O=C(Nn1c(NCC(=O)N2c3ccccc3Sc3ccccc32)nnc1-c1ccc(O)cc1)c1ccc(Cl)cc1` gave HL-60(TB) 67.
Screening Cc1ccnc(N)c1 returned HL-60(TB) 78.
`Nc1c([N+](=O)[O-])ccc2c1Oc1ccccc1O2` gave HL-60(TB) 80.
For CNCCCNCCCN1C(=O)c2ccc3c4c(ccc(c24)C1=O)C(=O)N(CCCNCc1ccccc1OC)C3=O the results were HL-60(TB) -38*.

Among those listed so far, 14 have fluorine.
`COc1cc(OC)cc(-c2cncn2-c2ccc(-c3nc4ccc(F)cc4s3)cc2)c1` gave HL-60(TB) 74.
`COc1ccc(S(=O)(=O)n2cc(C(=O)C(=O)Nc3ccncc3)c3ccccc32)cc1F` gave HL-60(TB) -46*.
Nc1ncc(-c2ccc3ncnc(N4CCc5ccc(Cl)cc54)c3c2)cc1C(F)(F)F was read as HL-60(TB) 23.
For O=C(c1c2c(nn1-c1ccc(F)cc1)CCC(NCCc1ccncc1)C2)N1CCCCC1 (configuration not stated) the results were HL-60(TB) 100.
`Nc1ccc(-c2cc3c(Nc4ccc(Oc5cccc(C(F)(F)F)c5)c(Cl)c4)ncnc3s2)cc1` gave HL-60(TB) 55.
O=C1NC(c2ccc(F)cc2)N=C2C(c3ccccc3)=NOC12 (configuration not stated) was read as HL-60(TB) 101.
COCc1c(-c2ccc(NC(=O)Nc3cc(C(F)(F)F)ccc3F)c(F)c2)c2c(N)ncnn2c1CN1CCOCC1 was read as HL-60(TB) -22*.
Screening O=C(Nc1ccc(Cn2nnc3c(F)cccc32)cc1)c1ccc(Cl)cc1 returned HL-60(TB) 69.
CCOC(=O)C1=C(N)Oc2c(sc3c(F)cccc23)C1c1ccc(OC)cc1 (configuration not stated) was read as HL-60(TB) 136.
For Oc1ccc(/C=N\NC(=S)Nc2ccc(F)cc2)c(O)c1 the results were HL-60(TB) 90.
`COc1ccc(-c2nsc3c2NC(=O)CC3c2cccc(F)c2)cc1` (configuration not stated) gave HL-60(TB) 39.
Screening CCCC(O)Cn1ncc(C(=O)OCC)c1NC(=O)NCc1ccccc1F (configuration not stated) returned HL-60(TB) 82.
Screening Nc1c(-c2nc3ccccc3[nH]2)nnn1-c1cccc(F)c1 returned HL-60(TB) 103.
`O=NN(CCF)C(=O)N[C@H]1CCCC[C@H]1O` gave HL-60(TB) 94.
